# Screening results: PubChem, several laboratories
# STK33 kinase inh = inhibitors of human STK33 kinase; Q9BYT3; purified STK33, MBP phosphorylation, ADP-Glo luminescence; inhibition, % at 10 µM; 320,000 compounds, 0.073% hits; AID 2661;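 active = inhibition at or above 25%, using the most active replicate where run in duplicate; inactive = inhibition below 25%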
# Target sequence (Q9BYT3 whole entry, looked up): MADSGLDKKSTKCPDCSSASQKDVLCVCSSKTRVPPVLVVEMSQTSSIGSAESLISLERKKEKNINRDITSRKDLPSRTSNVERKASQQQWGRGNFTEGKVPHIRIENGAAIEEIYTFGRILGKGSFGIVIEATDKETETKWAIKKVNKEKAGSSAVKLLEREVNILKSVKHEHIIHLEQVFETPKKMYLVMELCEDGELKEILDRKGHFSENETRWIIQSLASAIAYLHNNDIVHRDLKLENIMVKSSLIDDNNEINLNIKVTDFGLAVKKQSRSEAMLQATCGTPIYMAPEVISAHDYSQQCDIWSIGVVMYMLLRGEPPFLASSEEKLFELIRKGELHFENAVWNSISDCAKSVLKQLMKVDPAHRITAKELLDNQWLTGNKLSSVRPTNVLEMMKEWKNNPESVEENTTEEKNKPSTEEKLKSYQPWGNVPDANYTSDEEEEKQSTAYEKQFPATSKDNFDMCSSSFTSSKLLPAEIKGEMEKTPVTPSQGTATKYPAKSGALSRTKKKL
# CHT PAM = human CHT allosteric activation; Q9GZV3; CHT-expressing cells, membrane potential dye, choline EC20; hits give high values; LV-AA mutant CHT in HEK293 cells; B-score at 10 µM; 310,000 compounds, 0.49% hits;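 active = initial fluorescence not abnormally high and integrated response B-score, plate-corrected, over 3 SD above library mean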
# Target sequence (Q9GZV3 whole entry, looked up): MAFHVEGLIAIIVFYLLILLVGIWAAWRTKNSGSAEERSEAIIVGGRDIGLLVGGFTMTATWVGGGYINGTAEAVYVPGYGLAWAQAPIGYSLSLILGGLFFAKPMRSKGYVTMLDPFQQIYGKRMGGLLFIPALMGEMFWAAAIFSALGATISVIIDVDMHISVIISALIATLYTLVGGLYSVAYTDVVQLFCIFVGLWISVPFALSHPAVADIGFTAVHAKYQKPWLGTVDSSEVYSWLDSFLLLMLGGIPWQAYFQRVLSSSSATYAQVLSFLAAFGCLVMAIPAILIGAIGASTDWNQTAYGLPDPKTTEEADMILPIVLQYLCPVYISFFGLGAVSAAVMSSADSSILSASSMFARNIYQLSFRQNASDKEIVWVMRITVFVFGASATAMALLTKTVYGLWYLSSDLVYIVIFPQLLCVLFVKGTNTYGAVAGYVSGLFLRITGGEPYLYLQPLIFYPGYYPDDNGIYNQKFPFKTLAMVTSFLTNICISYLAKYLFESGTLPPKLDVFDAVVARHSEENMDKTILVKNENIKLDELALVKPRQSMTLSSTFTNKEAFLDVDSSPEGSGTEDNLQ
# CHT inh = inhibitors of human choline transporter CHT. Q9GZV3. CHT-expressing cells, membrane potential dye, choline response; hits give low values. B-score at 10 µM. 310,000 compounds, 0.86% hits;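 active = B-score over 3 SD under the library average, and starting fluorescence ratio not unusually high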;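 note: choline stimulus applied at its EC90 after an EC20 pre-addition; B-score computed on integrated fluorescence ratio after choline addition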
# An asterisk follows results filed as active; i = inactive; . = not tested or not shown.
# Order of values: STK33 kinase inh, CHT PAM, CHT inh
- O=C(NCCc1c[nH]c2ccccc12)C(=O)NCC1OCCCN1S(=O)(=O)c1cc(F)ccc1F (stereo not given)
    -0.9, i, i
- CSc1cc(-c2ccc(Cl)cc2)[nH]c(=O)c1C#N
    -0.8, i, i
- NC(=O)[C@@H]1CCCNc2c(F)cc([N+](=O)[O-])cc2C(=O)N[C@@H](CO)C(=O)N[C@@H](Cc2ccc(O)cc2)C(=O)N1
    -0.1, i, i
- Cc1ccc2cc(CCNC(=O)CCCc3ccccc3)c(=O)[nH]c2c1C
    -0.8, i, i
- CC(CN1CCCCC1)OC(=O)c1ccccc1F (stereo not given)
    -1.9, i, i
- Cc1ccc2c(c1)COc1c3ccc(C(=O)N4CCOCC4)cc3nn1-2
    0.1, i, i
- COc1ccc(C(=O)N2CCC(C(=O)N3CCN(c4ccccc4)CC3)CC2)cc1
    -1.7, i, i
- COCCCNCCOc1ccccc1-c1ccccc1
    0.3, i, i
- Fc1ccccc1Nc1nc(NCc2ccco2)nc(N2CCOCC2)n1
    -0.9, i, i
- CC(C)N(C(=S)NC1CCCCC1)c1ccccc1
    -3.3, i, i
- CCOC(=O)N1CCN(C(=O)c2ccc3nc4ccsc4c(=O)n3c2)CC1
    0.9, i, i
- O=C(Nc1cc2ccccc2oc1=O)C1CCCCC1
    -1.3, i, i
- COC(=O)c1ccccc1NC(=O)Cn1ccnc1
    -1.2, i, i
- COc1ccc(S(=O)(=O)N2CCCOC2CNC(=O)C(=O)NCCc2ccco2)cc1 (stereo not given)
    -2.2, i, i
- O=c1[nH]c(Nc2nc3ccccc3o2)nc2c1CCCC2
    -0.3, i, i
- O=C(COC(=O)CNC(=O)c1ccc(Cl)cc1)Nc1ccc(Cl)cc1C(F)(F)F
    -1.6, i, i
- N/C(=N\OC(=O)C1CCCCC1)c1ccc(Br)cc1
    0.2, i, i
- NC(=O)Cc1ccc(Nc2nnc(-c3ccc(O)cc3)c3ccccc23)cc1
    3.2, i, i
- Cc1ccc(-n2ncc3c(NNC(=O)Cc4ccccc4)ncnc32)cc1
    -1.9, i, i
- O=C1CC(c2cccs2)c2cc3c(cc2N1)OCO3 (stereo not given)
    -2.7, i, i
- Cc1cccc(C)c1NC(=O)CCS(=O)(=O)c1cccc2nsnc12
    0.2, i, i
- CCn1cc(C(=O)N2CCN(c3ccc([N+](=O)[O-])cc3)CC2)c(=O)c2ccc(C)nc21
    2.3, i, i
- CCS(=O)(=O)Nc1cccc(C(=O)CC2(O)C(=O)Nc3ccccc32)c1 (stereo not given)
    0.3, i, i
- CCOc1ccc2nc(N3CCCC(C(=O)N4CCN(CC)CC4)C3)sc2c1 (stereo not given)
    0.0, i, i
- CCC(C)NC(=O)Cn1nc(C(F)(F)F)c2c1CCCC2 (stereo not given)
    -0.1, i, i
- COCCCNC(=O)Cn1cnc2sc(C)c(S(=O)(=O)N3CCN(c4ncccn4)CC3)c2c1=O
    0.9, i, i
- Cc1ccccc1NC(=S)N(Cc1cccs1)C1CCCCC1
    -1.0, i, i
- COc1cc(OC)cc(-c2nnc(SCc3cccc(C(=O)O)c3)o2)c1
    -0.7, i, i
- CCN(c1cccc(C)c1)S(=O)(=O)c1ccc2c(c1)oc(=O)n2C
    -0.4, i, i
- O=c1c(C(c2ccc(Cl)cc2)c2c(O)nc3n(c2=O)CCS3)c(O)nc2n1CCS2
    -2.7, i, i
- CCOc1ccc(N2C(=O)c3cccnc3C2Nc2ccc(Cl)cc2)cc1 (stereo not given)
    -0.5, i, i
- CN(Cc1ccccc1)C(=O)COC(=O)C1CCN(S(=O)(=O)c2ccc3c(c2)OCCO3)CC1
    0.1, i, i
- Cc1nn2c(N3CCN(C)CC3)c3c(nc2c1-c1ccccc1)CCCC3
    -0.1, i, -9.6*
- O=C(Nc1ccc(F)cc1)c1cccc(N2C(=O)c3ccccc3C2=O)c1
    -0.5, i, i
- CC(=O)c1cccc(NC(=S)NC(=O)Cc2ccccc2)c1
    0.0, i, i
- CC1CCCC(C)N1CCCNC(=O)C(=O)Nc1ccc2nc3n(c(=O)c2c1)CCCCC3 (stereo not given)
    0.0, i, i
- Cc1ccccc1Cn1nnc(-c2ccc3c(c2)OCO3)n1
    -0.8, i, i
- CCCC1C(=O)Nc2ccccc2N1C(=O)c1ccc(C(C)(C)C)cc1 (stereo not given)
    -0.6, i, i
- O=C(CN1C(=O)CSC1=O)Nc1ccc(F)c(F)c1F
    -0.1, i, i
- CCC[C@@H]1C[C@@]1(CCC)[C@@H](NP(=O)(c1ccccc1)c1ccccc1)c1ccc(C(=O)OC)cc1
    -0.4, i, i

# Reformatted with each value named: entries from further up.
O=C(Nc1ccc(F)cc1)c1cccc(N2C(=O)c3ccccc3C2=O)c1
- STK33 kinase inh: -0.5
- CHT PAM: i
- CHT inh: i

CCOc1ccc2nc(N3CCCC(C(=O)N4CCN(CC)CC4)C3)sc2c1 (stereo not given)
- STK33 kinase inh: 0.0
- CHT PAM: i
- CHT inh: i

CC(=O)c1cccc(NC(=S)NC(=O)Cc2ccccc2)c1
- STK33 kinase inh: 0.0
- CHT PAM: i
- CHT inh: i

Cc1cccc(C)c1NC(=O)CCS(=O)(=O)c1cccc2nsnc12
- STK33 kinase inh: 0.2
- CHT PAM: i
- CHT inh: i

# Additional entries
# Order of values: STK33 kinase inh, CHT PAM, CHT inh
- CSc1ccc(C2c3[nH]c4ccccc4c3CCN2C(=O)c2ccnn2C)cc1 (stereo not given)
    -0.7, i, i
- Cc1ccn2c(C(=O)NN=C3CCCCCCC3)c(C)nc2c1
    0.2, i, i
- COCCOC(=O)C1=C(C)OC(N)=C(C#N)C1c1ccc2c(c1)OCO2 (stereo not given)
    0.0, i, i
- COc1ccccc1CC(=O)Nc1cccc(C(=O)Nc2nccs2)c1
    -3.2, i, i
- NNC(=O)c1ccc(Oc2cc(Cl)cc(Cl)c2)o1
    -1.0, i, i
- COc1cc(S(=O)(=O)N2CCC(C(N)=O)CC2)c(C)cc1C
    0.2, i, i
- CSc1ncc(C(=O)Nc2cccc(C)c2C)c(C)n1
    -1.6, i, i
- CC1=CC(C)(C)Nc2ccc(Cc3ccc4c(c3)C(C)=CC(C)(C)N4)cc21
    -0.6, i, i
- CC(C)C[C@H](NC(=O)N1CCCCCC1)C(=O)O
    -0.9, i, i
- CCN(CC)S(=O)(=O)c1ccc(N(C)C)c(NC(=O)C2CCCC2)c1
    1.0, i, i
- CCOC(=O)C1=C(COC(=O)c2cccc(NC(C)=O)c2)NC(=O)NC1C (stereo not given)
    -0.5, i, i
- CC1=Nc2cc(C(=O)NCCCN3CCN(C)CC3)ccc2Sc2ccc(C)cc21
    -1.6, i, i
- COc1ccc(NC(=O)C2C3C=CC(C3)C2C(=O)O)cc1 (stereo not given)
    0.4, i, i
- CN(C(=S)NC(=O)CCCOc1ccc(Cl)cc1Cl)c1ccccc1
    -0.3, i, i
- Cc1nnsc1-c1nnc(SCC(=O)c2ccc(F)cc2)n1C1CC1
    -0.7, i, i
- COc1cc(-c2nc3c4ccccc4nc(=S)n3[nH]2)cc(OC)c1OC
    -0.7, i, i
- CC(C)(C)NC(=O)CN(C(=O)C(=O)Nc1ccc2c(c1)OCCO2)C1CCCC1
    0.1, i, i
- COc1ccc(C(=O)OCC(=O)NCCCc2ccccc2)c(OC)c1
    -2.4, i, i
- O=C(O)C1(P(=O)(c2ccc(Cl)cc2)c2ccc(Cl)cc2)CC1
    -1.2, i, i
- CCCN1C(=O)C2C(C(=O)Nc3cccc(OC)c3)C3C=CC2(O3)C1C(=O)NC1CCCCC1 (stereo not given)
    -0.9, i, i
- O=C(c1cccs1)N1CCN(S(=O)(=O)N2CCCCC2)CC1
    -1.4, i, i
- O=S(=O)(c1ccc2c(c1)N(Cc1ccc(Cl)cc1)C1CCCN21)N1CCOCC1 (stereo not given)
    -0.2, i, i
- CCN(CC)S(=O)(=O)c1ccc(N2CCCC2)c(C(=O)OCC(=O)N2CCCC2)c1
    -2.2, i, i
- O=C(Nc1ccc(Cl)cc1C(=O)O)c1ccc2c(c1)C(=O)N(Cc1ccco1)C2=O
    8.2, i, i
- O=S(=O)(NCCSc1ccc(Cl)cc1)c1ccc2c(c1)OCCO2
    -0.2, i, i
- COC(=O)c1csc(S(=O)(=O)N2CCOCC2)c1OC
    -1.2, i, i
- COc1nc(NC(C)(C)C)nc(Oc2ccc(=O)n(C)n2)n1
    -1.3, i, i
- COc1ccc(C(=O)Nc2cc(C)nn2-c2cccc(F)c2)cc1
    1.2, i, i
- CN(Cc1ccco1)C(=O)Cn1ncc2c([nH]c3ccccc32)c1=O
    -2.3, i, i
- CCc1cccc2c(/C=N/NC(=O)c3cccc(S(=O)(=O)Nc4ccccc4Cl)c3)c[nH]c12
    0.0, i, i
- Cc1cnc(C(=O)OCC(=O)c2c(N)n(CC(C)C)c(=O)n(C)c2=O)cn1
    -0.8, i, i
- Cc1ccn2c(NC(C)(C)C)c(-c3cccs3)nc2c1
    -1.6, i, i
- Cc1ccc(NC(=O)CSc2nnc(-c3ccc(S(=O)(=O)N4CCCC4)cc3)o2)cc1C
    ., i, i
- CCOCCCNC(=O)c1cc(C)nn1-c1ccccc1
    -1.8, i, i
- CCN(CC)CCOc1nnc(-c2ccc(OC)cc2)c2ccccc12
    -1.8, i, i
- Clc1ccsc1-c1csc(-c2cccnc2)n1
    -0.3, i, i
- CCN(CC)C(=O)c1cc(-c2ccc3c(c2)OCO3)on1
    -0.9, i, i
- Oc1ccc(N=Cc2sc3ccccc3c2Cl)cc1
    1.2, i, i
- CC(C)CN1CCC(=O)N(CCOc2ccccc2)CC1
    -0.9, i, i
- CC1CC(C)CN(c2oc(-c3ccco3)nc2C#N)C1 (stereo not given)
    ., i, i

# Continued.
SMILES,STK33 kinase inh,CHT PAM,CHT inh
CCN(C(=O)COC(=O)CNC(=O)c1sc2ccccc2c1Cl)C1CCCCC1,-0.7,i,i
COc1ccc(NC(=O)c2ccc3ccccc3n2)cc1S(=O)(=O)Nc1ccccc1Cl,-1.0,i,i
CCCc1cc(=O)[nH]c(SCC(=O)c2cc(C)n(CCC)c2C)n1,-2.3,i,i
CCCCn1c(=N)n(CCOc2ccc(C)cc2)c2ccccc21,1.5,9.71*,i
CN1CCc2nc3sc(C(=O)NCc4ccccc4)c(N)c3cc2C1,-0.8,i,i
COCCNC(=O)C(=O)Nc1cccc(Br)c1,1.1,i,i
CCn1c(-c2sc(-c3ccccc3)nc2C)n[nH]c1=S,-0.1,i,i
O=C(CNC(=O)c1ccccc1F)OCC(=O)c1ccc(Cl)s1,-1.6,i,i
COc1cccc(CNc2ncn[nH]2)c1OCc1ccc(F)cc1,-1.2,i,i
O=C(Nc1cccc(NC(=O)c2ccccc2[N+](=O)[O-])n1)c1ccccc1[N+](=O)[O-],-0.6,i,i
CCn1c(SCC(=O)Nc2ccccc2)nnc1C1CCCCC1,-0.3,i,i
O=C1C(C=NCc2ccco2)=C(O)c2ccccc21,3.7,i,i
CC(C)N(C(=S)Nc1cc(S(=O)(=O)N2CCOCC2)ccc1Cl)c1ccccc1,.,i,i
Cc1ccc(OCC(=O)NC(=S)Nc2cccc(NC(=O)c3ccccc3)c2)cc1,-0.2,i,i
CC(=O)NS(=O)(=O)c1ccc(N=c2ssc3c2-c2cc(C)c(C)cc2NC3(C)C)cc1,-2.7,i,i
CN(C)C(CNC(=O)CNC(=O)c1ccc2ccccc2c1)c1ccccc1 (stereo not given),-1.6,i,i
Cc1csc(NC(=O)c2cn3ccccc3n2)n1,11.6,i,i
COc1c(C(=O)Nc2c(C)n(C)n(-c3ccccc3)c2=O)ccc2ccccc12,0.0,i,i
C/C(=N\NC(=O)CSCc1ccc([N+](=O)[O-])cc1)c1ccccc1O,-0.6,i,i
C=CCOc1ccc(CNc2ccc3[nH]c(=O)[nH]c3c2)cc1,-0.3,i,i
O=C(COC(=O)Cc1c[nH]c2ccccc12)NC1CCS(=O)(=O)C1 (stereo not given),0.2,i,i
O=[N+]([O-])c1cn(-c2nc(-c3ccco3)cc(C(F)(F)F)n2)cn1,-1.6,i,i
CC(C)c1ccc(CC(NC(=O)c2ccccc2)C(=O)NCC(=O)O)cc1 (stereo not given),-1.7,i,i
O=C(COC(=O)c1ccc(Cl)nc1)NC(=O)c1ccc(OC(F)F)cc1,-1.6,i,i
O=C(CCN1CCCCC1)Nc1cccc(Cl)c1,-1.3,i,i
Cc1nn(Cc2ccccc2)c(Cl)c1/C=C/C(=O)OC(C(=O)NC(N)=O)C(C)C (stereo not given),-0.6,i,i
C=CCNC1=C(Cl)C(=O)N(c2cccc(Cl)c2Cl)C1=O,0.3,i,i
COCCCNC(=O)CN(Cc1ccccc1)S(=O)(=O)c1ccccc1,0.0,i,i
Cc1cc(C)nc(N2C(=O)CC(Cc3ccccc3)C2=O)n1 (stereo not given),-0.2,i,i
CC(=O)Nc1cccc(NC(=O)CSc2nc3ccccc3o2)c1,0.1,i,i
Cc1[nH]nc2c1C(c1cnn(C)c1)C(C#N)=C(N)O2 (stereo not given),-2.6,i,i
O=Cc1cn(CCC(=O)O)nc1-c1cccc2ccccc12,0.4,i,i
O=[N+]([O-])c1cccc(-n2nnnc2CN2CCCCCC2)c1,0.0,i,i
COc1ccc(-n2c(SCC(=O)Nc3nccs3)nnc2-c2ccoc2C)cc1,-0.8,i,i
CC(=O)Nc1c(C(=O)O)[nH]c2ccccc12,0.4,i,i
COC(=O)c1ccc(NS(=O)(=O)c2ccc3c(c2)n(C)c(=O)n3C)cc1,-1.1,i,i
